Efa HMGR inh = inhibitors of class II HMG-CoA reductase from Enterococcus faecalis. purified E. faecalis HMGR, NADPH absorbance 340 nm kinetic. inhibition, % at 10 µM. actives 0.41% (n = 190,000);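 active = inhibition above a set limit, the median over all tested compounds plus 3 SD, cut at about 9.5% in these data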;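 also: enzyme runs in reverse so mevalonate oxidation gives rising NADPH absorbance; 0% = complete reaction with DMSO and 100% = background rate lacking mevalonate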
TNAP act hi DEA = increases human TNAP activity under high phosphate acceptor concentration | P05186 | purified TNAP, CDP-star luminescence, 1 M DEA, 30 min; active compounds read high; 0 = EDTA background, 1 = DMSO-only activity | activation factor at 20 µM | 200,000 tested, under 10 active;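 active = activation factor at least 2 at 20 µM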
Target sequence (P05186 whole entry, looked up): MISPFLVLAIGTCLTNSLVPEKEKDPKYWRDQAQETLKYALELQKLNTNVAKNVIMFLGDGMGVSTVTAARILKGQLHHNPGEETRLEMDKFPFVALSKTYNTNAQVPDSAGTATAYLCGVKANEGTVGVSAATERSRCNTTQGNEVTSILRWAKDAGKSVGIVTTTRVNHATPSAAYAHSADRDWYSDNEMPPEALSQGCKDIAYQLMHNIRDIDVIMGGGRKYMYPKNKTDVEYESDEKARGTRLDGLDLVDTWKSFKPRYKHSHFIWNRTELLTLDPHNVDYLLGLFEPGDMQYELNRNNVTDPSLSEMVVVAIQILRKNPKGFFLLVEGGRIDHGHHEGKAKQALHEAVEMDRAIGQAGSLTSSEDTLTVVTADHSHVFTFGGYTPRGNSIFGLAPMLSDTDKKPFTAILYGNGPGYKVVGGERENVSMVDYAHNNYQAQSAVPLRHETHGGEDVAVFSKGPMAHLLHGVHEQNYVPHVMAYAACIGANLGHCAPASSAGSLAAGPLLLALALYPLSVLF
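Control set: EDTA negative control, DMSO positive control / Assay system: human TNAP / Quantity: TNAP 1/800 final / Evaluation: TNAP activation factor scaled between EDTA and DMSO control wells / Measured by: luminescent substrate turnover signal / Compound dosing: one dose, 20 µM / Times: 30 min enzyme reaction at room temperature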
bIAP act = intestinal alkaline phosphatase (bovine) activation | purified bovine IAP, CDP-star luminescence, 30 min; active compounds read high; fold of DMSO-control signal, blank-subtracted | activation factor at 20 µM | actives 0.17% (n = 200,000);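 active = activation factor of 2 or more at 20 µM, a signal rise over negative controls twice the positive control's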
TNAP inh no acc = inhibitors of human TNAP without phosphate acceptor; P05186; purified TNAP, CDP-star luminescence, 30 min; inhibition, % at 20 µM; actives 0.26% (n = 200,000); AID 1012;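 active = tissue-nonspecific alkaline phosphatase inhibition above about 50% at 20 µM in the single-dose screen, limit read from the data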;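 also: 0% = DMSO negative control and 100% = EDTA positive control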
TNAP inh hi DEA = blocks human TNAP under high phosphate acceptor concentration. purified TNAP, CDP-star luminescence, 1 M DEA. actives 0.03% (n = 200,000). inhibition, % at 20 µM;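 active = over 50% inhibition of tissue-nonspecific alkaline phosphatase at 20 µM in the single-dose screen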;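 also: plate controls were DMSO wells for no effect and EDTA-quenched wells as full inhibition for full effect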
PPARg SRC1 recr = promotes SRC-1 coactivator recruitment by human PPARgamma. activation, % at 8 µM. P37231. actives 0.41% (n = 200,000). PPARgamma-SRC-1 coactivator recruitment biochemical assay; in the data active = activation above about 19%;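 also: 0% = DMSO and 100% = reference agonist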
Target sequence (P37231 whole entry, looked up): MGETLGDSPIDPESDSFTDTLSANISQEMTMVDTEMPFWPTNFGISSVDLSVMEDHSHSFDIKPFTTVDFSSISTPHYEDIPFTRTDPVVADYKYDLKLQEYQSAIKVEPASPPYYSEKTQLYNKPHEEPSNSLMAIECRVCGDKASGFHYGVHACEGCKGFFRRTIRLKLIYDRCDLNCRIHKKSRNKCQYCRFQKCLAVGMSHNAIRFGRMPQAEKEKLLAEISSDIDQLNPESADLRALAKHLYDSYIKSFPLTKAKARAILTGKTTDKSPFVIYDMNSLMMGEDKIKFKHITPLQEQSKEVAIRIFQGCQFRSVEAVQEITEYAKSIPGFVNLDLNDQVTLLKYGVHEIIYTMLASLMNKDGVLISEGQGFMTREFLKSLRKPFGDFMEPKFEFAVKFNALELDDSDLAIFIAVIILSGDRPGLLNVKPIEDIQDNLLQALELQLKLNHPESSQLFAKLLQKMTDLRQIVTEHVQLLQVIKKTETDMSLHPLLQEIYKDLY
PPARg SRC-2 ag = agonists of SRC-2 recruitment by human PPARgamma | AID 1032 | actives 0.34% (n = 200,000) | PPARgamma LBD-SRC-2 recruitment, biochemical | activation, % at 8 µM | P37231; in the data active = activation above about 22%;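 also: 0% = vehicle and 100% = reference agonist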
SRC2 TRFRET art = flags TR-FRET format artefacts in PPARgamma SRC-2 recruitment agonist screen. TR-FRET artefact counter-screen; active compounds read high. actives 0.4% (n = 200,000). TR-FRET ratio at 8 µM; in the data active = TR-FRET ratio above about 2000; also: inactives centre near 1500
PPARg SRC3 recr = PPARgamma-driven SRC-3 recruitment agonism. actives 0.26% (n = 200,000). biochemical PPARgamma/SRC-3 coactivator recruitment assay. AID 731. P37231. activation, % at 8 µM; in the data active = activation above about 23%;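 also: 0% = DMSO and 100% = reference agonist; some compounds past the cut are filed as inactive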
bIAP inhibitor = intestinal alkaline phosphatase (bovine) inhibition. purified bovine IAP, CDP-star luminescence, 30 min. 190,000 tested, under 10 active. inhibition, % at 20 µM. AID 1019;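 active = over 50% inhibition of intestinal alkaline phosphatase at 20 µM in the single-dose screen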
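Assay system: bovine IAP enzyme; medium: DEA buffer 100 mM, pH 9.8, with MgCl2 1.0 mM, ZnCl2 0.02 mM; doses: 20 µM single dose; incubation: enzyme reaction for 30 min at room temperature; detection: CDP-star luminescence signal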
The depositor's hits bear a star.

`O=C(O)C1Cc2c([nH]c3ccccc23)C(c2ccc3c(c2)OCO3)N1` (centres undefined) gave Efa HMGR inh -1, TNAP act hi DEA 1, bIAP act 1, TNAP inh no acc -12, TNAP inh hi DEA -3, PPARg SRC1 recr 10, PPARg SRC-2 ag 6, SRC2 TRFRET art 1656, PPARg SRC3 recr 3 and bIAP inhibitor 2.
For Cn1c(=O)c2c(nc3sccn32)n(C)c1=O the results were Efa HMGR inh -2, TNAP act hi DEA 1, bIAP act 1, TNAP inh no acc -5, TNAP inh hi DEA -4, PPARg SRC1 recr 1, PPARg SRC-2 ag 1, SRC2 TRFRET art 1495, PPARg SRC3 recr -12 and bIAP inhibitor -4.
`Cc1nn(-c2ccccc2)c(Cl)c1C(=O)NCC(C)C` gave Efa HMGR inh -3, TNAP act hi DEA 1, bIAP act 1, TNAP inh no acc -8, TNAP inh hi DEA 2, PPARg SRC1 recr -1, PPARg SRC-2 ag -10, SRC2 TRFRET art 1504, PPARg SRC3 recr 0 and bIAP inhibitor -2.
For CNC(=O)c1oc(-c2ccc(Cl)cc2)nc1C the results were Efa HMGR inh 2, TNAP act hi DEA 1.1, bIAP act 1.1, TNAP inh no acc -5, TNAP inh hi DEA -5, PPARg SRC1 recr 5, PPARg SRC-2 ag 5, SRC2 TRFRET art 1605, PPARg SRC3 recr 7 and bIAP inhibitor -8.
`CC(C)[C@H](NC(=O)c1ccco1)C(=O)OCC(=O)NC12CC3CC(CC(C3)C1)C2` gave Efa HMGR inh 3, TNAP act hi DEA 1, bIAP act 1, TNAP inh no acc -8, TNAP inh hi DEA -2, PPARg SRC1 recr 2, PPARg SRC-2 ag 9, SRC2 TRFRET art 1521, PPARg SRC3 recr 2 and bIAP inhibitor -1.
`CCCCC(=O)Nc1ccccc1C(=O)OCC(=O)c1ccc2c(c1)OCCO2` gave Efa HMGR inh -4, TNAP act hi DEA 1, bIAP act 0.9, TNAP inh no acc 3, TNAP inh hi DEA 2, PPARg SRC1 recr 0, PPARg SRC-2 ag -2, SRC2 TRFRET art 1528, PPARg SRC3 recr 1 and bIAP inhibitor 9.
Cc1n[nH]c(=S)n1/N=C/c1cccc(OCc2ccccc2)c1 was read as Efa HMGR inh -7, TNAP act hi DEA 1, bIAP act 0.8, TNAP inh no acc -26, TNAP inh hi DEA 4, PPARg SRC1 recr 18, PPARg SRC-2 ag 18, SRC2 TRFRET art 1764, PPARg SRC3 recr 2 and bIAP inhibitor 25.
Screening CN(C(=O)CSc1nc(-c2ccccc2)cs1)C1CCS(=O)(=O)C1 (centres undefined) returned Efa HMGR inh -3, TNAP act hi DEA 1.1, bIAP act 1, TNAP inh no acc -8, TNAP inh hi DEA -8, PPARg SRC1 recr -2, PPARg SRC-2 ag -4, SRC2 TRFRET art 1538, PPARg SRC3 recr 1 and bIAP inhibitor 3.
`CCN1CCN(c2nc(N)c([N+](=O)[O-])c(Nc3ccc(C)cc3)n2)CC1` gave Efa HMGR inh 0, TNAP act hi DEA 1, bIAP act 1.2, TNAP inh no acc -7, TNAP inh hi DEA -4, PPARg SRC1 recr 6, PPARg SRC-2 ag -1, SRC2 TRFRET art 1377, PPARg SRC3 recr -2 and bIAP inhibitor -16.
For Cc1cc(C(=O)NC2CCCC2)on1 the results were Efa HMGR inh -3, TNAP act hi DEA 1, bIAP act 0.9, TNAP inh no acc -12, TNAP inh hi DEA -3, PPARg SRC1 recr 3, PPARg SRC-2 ag 7, SRC2 TRFRET art 1574, PPARg SRC3 recr 5 and bIAP inhibitor 10.
Screening COc1ccc(-c2cc(C(=O)NC(C)C)no2)cc1 returned Efa HMGR inh -2, TNAP act hi DEA 1.1, bIAP act 0.9, TNAP inh no acc -20, TNAP inh hi DEA -10, PPARg SRC1 recr -6, PPARg SRC-2 ag 4, SRC2 TRFRET art 1573, PPARg SRC3 recr 3 and bIAP inhibitor 14.
Screening CCCCCCNc1c([N+](=O)[O-])cc(C)cc1[N+](=O)[O-] returned PPARg SRC1 recr 6, PPARg SRC-2 ag 2, SRC2 TRFRET art 1647 and PPARg SRC3 recr -1.
`CC(Sc1ccc2c(c1)OCCO2)C(=O)Nc1ccc2c(c1)OCO2` (centres undefined) gave Efa HMGR inh -5, TNAP act hi DEA 1, bIAP act 0.9, TNAP inh no acc 0, TNAP inh hi DEA -4, PPARg SRC1 recr 5, PPARg SRC-2 ag 1, SRC2 TRFRET art 1557, PPARg SRC3 recr 2 and bIAP inhibitor 8.
For CCC1C(=O)N=C(SCC(=O)Nc2cccc3ccccc23)NC1=O (centres undefined) the results were Efa HMGR inh -2, TNAP act hi DEA 1, bIAP act 1, TNAP inh no acc -15, TNAP inh hi DEA -1, PPARg SRC1 recr -5, PPARg SRC-2 ag 2, SRC2 TRFRET art 1477, PPARg SRC3 recr -12 and bIAP inhibitor 4.
`Cc1cc(C)nc(SC2=CS(=O)(=O)c3ccccc32)n1` gave Efa HMGR inh -3, TNAP act hi DEA 0.9, bIAP act 0.9, TNAP inh no acc 1, TNAP inh hi DEA 6, PPARg SRC1 recr 9, PPARg SRC-2 ag 7, SRC2 TRFRET art 1665, PPARg SRC3 recr 9 and bIAP inhibitor 6.
CN(Cc1cc2cc(F)ccc2[nH]1)Cc1nc(-c2cnccn2)no1 was read as Efa HMGR inh -4, TNAP act hi DEA 1.1, bIAP act 0.9, TNAP inh no acc -9, TNAP inh hi DEA -6, PPARg SRC1 recr 10, PPARg SRC-2 ag 6, SRC2 TRFRET art 1492, PPARg SRC3 recr -3 and bIAP inhibitor 14.
`O=C(NCc1cccs1)c1cnc2ccccn2c1=O` gave Efa HMGR inh -4, TNAP act hi DEA 1, bIAP act 0.9, TNAP inh no acc -8, TNAP inh hi DEA -1, PPARg SRC1 recr 8, PPARg SRC-2 ag 11, SRC2 TRFRET art 1651, PPARg SRC3 recr 17 and bIAP inhibitor 6.
COc1ccc(C2C(C(=O)N3CCN(c4ccccc4)CC3)c3ccccc3C(=O)N2C)cc1OC (centres undefined) was read as Efa HMGR inh 0, TNAP act hi DEA 1.1, bIAP act 1, TNAP inh no acc 2, TNAP inh hi DEA -6, PPARg SRC1 recr -8, PPARg SRC-2 ag 2, SRC2 TRFRET art 1329, PPARg SRC3 recr -7 and bIAP inhibitor -4.
CC(C)(C)c1csc(SCC(=O)Nc2ccc(Cl)cn2)n1 was read as Efa HMGR inh 3, TNAP act hi DEA 1, bIAP act 1, TNAP inh no acc -10, TNAP inh hi DEA -3, PPARg SRC1 recr 1, PPARg SRC-2 ag 3, SRC2 TRFRET art 1599, PPARg SRC3 recr -9 and bIAP inhibitor 2.
Screening COc1cc2nc(CC(C)C)n(NC(=O)c3ccccc3)c(=O)c2cc1OC returned Efa HMGR inh 0, TNAP act hi DEA 1, bIAP act 1, TNAP inh no acc -6, TNAP inh hi DEA 2, PPARg SRC1 recr 3, PPARg SRC-2 ag 5, SRC2 TRFRET art 1540, PPARg SRC3 recr 0 and bIAP inhibitor 1.
`Cc1ccc(Cn2cnc3ccccc32)cc1C` gave Efa HMGR inh -9, TNAP act hi DEA 1, bIAP act 1, TNAP inh no acc 0, TNAP inh hi DEA -3, PPARg SRC1 recr 0, PPARg SRC-2 ag 0, SRC2 TRFRET art 1519, PPARg SRC3 recr -1 and bIAP inhibitor 0.
COc1ccc(CCNC(=O)CSc2nnc3ccc(-c4ccncc4)nn23)cc1 was read as Efa HMGR inh -4, TNAP act hi DEA 1, bIAP act 1.1, TNAP inh no acc -7, TNAP inh hi DEA 0, PPARg SRC1 recr -1, PPARg SRC-2 ag 4, SRC2 TRFRET art 1660, PPARg SRC3 recr 3 and bIAP inhibitor -10.
Cc1cc(N2CCOCC2)nc2ccc(NC(=S)N3CCN(c4ccccc4)CC3)cc12 was read as Efa HMGR inh -3, TNAP act hi DEA 1, bIAP act 1.3, TNAP inh no acc -1, TNAP inh hi DEA -5, PPARg SRC1 recr 12, PPARg SRC-2 ag 6, SRC2 TRFRET art 1835, PPARg SRC3 recr 2 and bIAP inhibitor -25.
CCOC(=O)c1sc(Nc2nc3c(OC)cccc3s2)nc1C was read as Efa HMGR inh -3, TNAP act hi DEA 1, bIAP act 1.1, TNAP inh no acc -16, TNAP inh hi DEA -5, PPARg SRC1 recr 10, PPARg SRC-2 ag 14, SRC2 TRFRET art 1633, PPARg SRC3 recr 2 and bIAP inhibitor -14.
For O=C1CCC(=O)N1N1C(=O)C2C3c4ccccc4C(c4ccccc43)C2C1=O (centres undefined) the results were Efa HMGR inh 4, TNAP act hi DEA 1, bIAP act 1.1, TNAP inh no acc -5, TNAP inh hi DEA 2, PPARg SRC1 recr 12, PPARg SRC-2 ag 3, SRC2 TRFRET art 1437, PPARg SRC3 recr 2 and bIAP inhibitor -14.
For CCC(=O)Nc1c(C)nn(C(=O)CC)c1C the results were Efa HMGR inh -1, TNAP act hi DEA 1, bIAP act 1.1, TNAP inh no acc -14, TNAP inh hi DEA -1, PPARg SRC1 recr -4, PPARg SRC-2 ag -7, SRC2 TRFRET art 1485, PPARg SRC3 recr 1 and bIAP inhibitor -8.
For COc1ccc(/C=C(\C#N)C(=O)Nc2cc(S(=O)(=O)N3CCOCC3)ccc2N2CCCC2)cc1 the results were Efa HMGR inh -2, TNAP act hi DEA 1.1, bIAP act 1, TNAP inh no acc -8, TNAP inh hi DEA -6, PPARg SRC1 recr 2, PPARg SRC-2 ag 13, SRC2 TRFRET art 1588, PPARg SRC3 recr 7 and bIAP inhibitor -4.
Screening O=C(NC(=S)Nc1nc(-c2ccccc2)cs1)c1ccco1 returned Efa HMGR inh -2, TNAP act hi DEA 1, bIAP act 1.2, TNAP inh no acc 9, TNAP inh hi DEA -1, PPARg SRC1 recr 8, PPARg SRC-2 ag 11, SRC2 TRFRET art 1903, PPARg SRC3 recr 7 and bIAP inhibitor -15.
Screening Cc1cc(C)n2c(Nc3ccc4c(c3)OCCO4)c(-c3ccc(C)o3)nc2n1 returned Efa HMGR inh -3, TNAP act hi DEA 1.1, bIAP act 1, TNAP inh no acc -8, TNAP inh hi DEA -12, PPARg SRC1 recr 5, PPARg SRC-2 ag 10, SRC2 TRFRET art 1853, PPARg SRC3 recr 13 and bIAP inhibitor -3.
Cc1oc2cc(O)ccc2c(=O)c1Oc1ccc2ccccc2c1 was read as Efa HMGR inh -7, TNAP act hi DEA 1.1, bIAP act 1, TNAP inh no acc -3, TNAP inh hi DEA -5, PPARg SRC1 recr 2, PPARg SRC-2 ag -2, SRC2 TRFRET art 1401, PPARg SRC3 recr -14 and bIAP inhibitor 0.

An excerpt from above in order of length of the SMILES, highest first.
Cc1cc(N2CCOCC2)nc2ccc(NC(=S)N3CCN(c4ccccc4)CC3)cc12 was read as Efa HMGR inh -3, TNAP act hi DEA 1, bIAP act 1.3, TNAP inh no acc -1, TNAP inh hi DEA -5, PPARg SRC1 recr 12, PPARg SRC-2 ag 6, SRC2 TRFRET art 1835, PPARg SRC3 recr 2 and bIAP inhibitor -25.
COc1ccc(CCNC(=O)CSc2nnc3ccc(-c4ccncc4)nn23)cc1 was read as Efa HMGR inh -4, TNAP act hi DEA 1, bIAP act 1.1, TNAP inh no acc -7, TNAP inh hi DEA 0, PPARg SRC1 recr -1, PPARg SRC-2 ag 4, SRC2 TRFRET art 1660, PPARg SRC3 recr 3 and bIAP inhibitor -10.
CCOC(=O)c1sc(Nc2nc3c(OC)cccc3s2)nc1C was read as Efa HMGR inh -3, TNAP act hi DEA 1, bIAP act 1.1, TNAP inh no acc -16, TNAP inh hi DEA -5, PPARg SRC1 recr 10, PPARg SRC-2 ag 14, SRC2 TRFRET art 1633, PPARg SRC3 recr 2 and bIAP inhibitor -14.

Bioassay records (PubChem BioAssay)
